# GLD-1 RNA inh: GLD-1-TGE RNA interaction inhibition (C. elegans); Q17339; purified GLD-1 + fluorescein TGE RNA, fluorescence polarization; inhibition, % at 5.96 µM; actives 0.44% (n = 320,000);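 active = percent inhibition above a per-plate cutoff, the plate mean of test compounds plus 3 SD, cut at about 30% in these data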;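 note: 0% = DMSO wells with GLD-1 and probe and 100% = wells lacking GLD-1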
# Target sequence (Q17339 whole entry, looked up): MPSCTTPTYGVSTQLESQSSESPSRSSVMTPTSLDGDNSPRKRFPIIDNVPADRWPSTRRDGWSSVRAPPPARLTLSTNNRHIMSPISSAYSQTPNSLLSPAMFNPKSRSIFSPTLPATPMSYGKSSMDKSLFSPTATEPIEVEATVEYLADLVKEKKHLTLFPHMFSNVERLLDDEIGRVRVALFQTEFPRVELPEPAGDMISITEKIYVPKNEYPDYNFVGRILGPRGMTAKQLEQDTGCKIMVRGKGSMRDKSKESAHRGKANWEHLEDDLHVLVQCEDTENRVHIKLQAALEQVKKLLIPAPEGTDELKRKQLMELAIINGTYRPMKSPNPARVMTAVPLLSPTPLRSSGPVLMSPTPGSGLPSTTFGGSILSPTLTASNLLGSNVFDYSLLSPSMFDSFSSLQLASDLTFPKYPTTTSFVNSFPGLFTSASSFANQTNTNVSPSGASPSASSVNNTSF
# MCL1 BIM primary: disrupts human MCL1 binding to BIM-BH3 peptide. Q07820. GST-MCL1 / FITC-Bim-BH3 fluorescence polarization. inhibition, % at 10.9 µM. actives 0.68% (n = 320,000). AID 2057;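 active = inhibition above the mean inhibition of all tested compounds plus 3 SD, set per campaign, cut at about 40% in these data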;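 note: 0% = DMSO wells and 100% = unlabeled Bim-BH3 peptide control; higher means more loss of mP so more displacement of Bim peptide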
# Efflux pump inh: inhibitors of Candida antifungal efflux pumps expressed in yeast. S. cerevisiae Candida pump triplex, Nile Red efflux. inhibition, % at 10 µM. AID 485275. actives 0.44% (n = 330,000);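 active = plate passing quality check with inhibition over a set limit, or well fluorescence over plate mean plus 4 SD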;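 note: Nile Red retained in pooled yeast measured as flow cytometry median fluorescence; 0% = buffer negative control and 100% = Enniatin B positive control; higher means more Nile Red kept so more efflux inhibition; some compounds called inactive have numbers as strong as hits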
# MEX-5 binding: C. elegans MEX-5 TCR-2 RNA binding activity; Q9XUB2; MEX-5/FITC-TCR2 RNA binding, fluorescence polarization; hits give low values; activity score (negative = inhibition of binding), % at 10 µM; actives 0.38% (n = 300,000);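 active = inhibition past about -25% in most replicates, and total fluorescence under double the plate's negative control median, limit read from the data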;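 note: 0% = DMSO and -100% = 5 µM competing unlabeled TCR2 RNA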
# Target sequence (Q9XUB2 whole entry, looked up): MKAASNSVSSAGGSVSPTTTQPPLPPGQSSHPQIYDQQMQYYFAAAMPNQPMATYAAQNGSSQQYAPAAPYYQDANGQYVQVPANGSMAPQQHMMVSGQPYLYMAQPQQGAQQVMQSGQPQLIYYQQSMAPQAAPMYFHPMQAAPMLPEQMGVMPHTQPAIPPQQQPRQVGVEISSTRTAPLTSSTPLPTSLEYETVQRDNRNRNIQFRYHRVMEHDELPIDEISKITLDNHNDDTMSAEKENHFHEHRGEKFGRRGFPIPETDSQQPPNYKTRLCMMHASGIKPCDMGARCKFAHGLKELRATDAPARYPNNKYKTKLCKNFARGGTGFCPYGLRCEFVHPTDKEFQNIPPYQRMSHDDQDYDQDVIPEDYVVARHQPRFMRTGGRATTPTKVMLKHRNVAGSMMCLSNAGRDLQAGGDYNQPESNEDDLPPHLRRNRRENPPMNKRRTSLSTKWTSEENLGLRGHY
# EBNA-1 inhibitor: blocks EBNA-1 binding to DNA; inhibition, % at 14.8 µM; EBNA-1 DNA binding, fluorescence polarization; actives 0.34% (n = 300,000); AID 1950; in the data active = inhibition above about 28%
# ZTA counter: blocks Epstein-Barr virus ZTA, an EBNA-1 counter-screen; actives 0.15% (n = 320,000); P03206; inhibition, % at 11 µM; AID 2234; ZTA-DNA binding, fluorescence polarization; in the data active = inhibition above about 33%
# Yeast superoxide: lowers age-related superoxide in aged yeast cells. actives 0.18% (n = 330,000). superoxide response (% of plate mean), % at 10 µM. S. cerevisiae aged cells, superoxide DHE fluorescence; hits give low values;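 active = superoxide response under a set limit, about three screen SD below normal, cut at about 65% in these data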;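 note: yeast aged for seven days with compound at 30 °C before DHE staining; 100% = average MFI of all compound-treated wells on the plate with controls excluded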
# Bcl-xL primary: Bcl-xL (human) inhibition | Q07817 | GST-Bcl-xL / FITC-Bim BH3 peptide fluorescence polarization | inhibition, % at 10.9 µM | actives 0.7% (n = 320,000) | AID 2129;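 active = inhibition above the mean of all tested compounds plus 3 SD, cutoff set per campaign, cut at about 30% in these data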;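 note: 0% = DMSO wells and 100% = unlabeled Bim-BH3 peptide competitor; inhibitors lower millipolarization by displacing the labeled peptide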
# Fam108B inh: Fam108B inhibition, counter-screen for RBBP9 inhibitors. inhibition, % at 9.51 µM. recombinant Fam108B, FP-Rh probe fluorescence polarization. actives 0.33% (n = 300,000);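 active = inhibition above the screen mean inhibition plus 3 SD, computed separately per campaign, cut at about 18% in these data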;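 note: inhibitors lower polarization as less probe binds the enzyme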
# * hit, by the source's call; · = no result given.
SMILES,GLD-1 RNA inh,MCL1 BIM primary,Efflux pump inh,MEX-5 binding,EBNA-1 inhibitor,ZTA counter,Yeast superoxide,Bcl-xL primary,Fam108B inh
COC(=O)c1cc(S(=O)(=O)N(C)c2ccc(C)c(C)c2)c[nH]1,8,4,0.0,2.5,-3,12,95,5,-1
CN(C)/C=C(\C#N)C(=O)N/N=C(\CC(=O)C(F)(F)F)c1ccco1,-4,-3,0.2,-0.7,2,-8,105,1,4
Cc1ccc(S(=O)(=O)c2c(C)nn(-c3ccccc3)c2OC(=O)c2ccco2)cc1,-7,7,0.1,-0.5,-6,-31,100,6,9
Cc1ccc(NS(=O)(=O)c2cc(NC(=O)c3ccc4c(c3)NC(=O)CS4)ccc2Cl)c(C)c1,7,13,0.2,-9.3,14,6,101,8,-68
Cc1nn(-c2ccccc2)c2sc(C(=O)NNC(=O)COc3cccc4ccccc34)cc12,-4,-9,-0.2,2.5,-12,-5,110,-3,-41
COc1ccc(CN(C)C(=O)CCN2C(=O)c3ccccc3C2=O)c(OC)c1OC,8,-6,-0.2,3.0,-4,-20,100,7,8
CC(C)Cc1nc(SCC(=O)N2CCCCC2)c2c(=O)n(C)c(=O)n(C)c2n1,-9,-4,0.0,1.6,1,13,102,2,-1
O=C(CSc1ccccn1)C12CC3CC(CC(C3)C1)C2,4,9,0.1,2.6,12,9,96,7,-2
C/C(=N\NC(=S)NC1CCCCC1)c1cccc(C(F)(F)F)c1,4,10,0.1,3.4,-5,2,104,4,4
Cc1ccc(NC(=O)c2ccc(-n3cccn3)c([N+](=O)[O-])c2)cc1,7,-5,-0.1,-3.9,4,15,90,0,1
Cc1cccc(NC(=O)CCCC(=O)OC(C)C(=O)c2ccccc2)c1 (centres undefined),7,-2,-0.1,-3.2,3,-22,102,4,3
CCN1CCN(C2CCCCC2NS(=O)(=O)c2ccc(Cl)cc2)CC1 (centres undefined),-5,1,0.3,0.5,0,4,111,1,3

# Given bar-delimited: part of the list above
SMILES | GLD-1 RNA inh | MCL1 BIM primary | Efflux pump inh | MEX-5 binding | EBNA-1 inhibitor | ZTA counter | Yeast superoxide | Bcl-xL primary | Fam108B inh
CC(C)Cc1nc(SCC(=O)N2CCCCC2)c2c(=O)n(C)c(=O)n(C)c2n1 | -9 | -4 | 0.0 | 1.6 | 1 | 13 | 102 | 2 | -1
C/C(=N\NC(=S)NC1CCCCC1)c1cccc(C(F)(F)F)c1 | 4 | 10 | 0.1 | 3.4 | -5 | 2 | 104 | 4 | 4

# Next section
SMILES,GLD-1 RNA inh,MCL1 BIM primary,Efflux pump inh,MEX-5 binding,EBNA-1 inhibitor,ZTA counter,Yeast superoxide,Bcl-xL primary,Fam108B inh
COc1ccc(Nc2nc(C)nc3c2nnn3Cc2ccccc2Cl)c(OC)c1,-3,-5,-0.2,-2.2,2,6,104,1,-5
Cc1ccc(Cl)cc1NC(=O)Cn1cc(C(F)(F)F)cc(Cl)c1=O,0,-10,0.1,-0.9,0,-2,94,-6,-4
Cc1c(OC(C(=O)O)c2ccccc2)ccc2c1oc(=O)c1ccccc12 (centres undefined),0,2,-0.1,2.9,-6,-15,117,2,-7
CC(C)Oc1cccc(NC(=O)c2cnccc2C(F)(F)F)c1,4,0,0.0,-1.5,-6,-14,100,0,5
NC(CCC(=O)O)C12CC3CC(CC(C3)C1)C2 (centres undefined),3,-3,0.0,-0.2,4,-16,109,2,-4
O=C1N=c2ccccc2=C1c1[nH]c(=S)[nH]c1O,2,16,-0.1,-0.2,5,2,104,13,9
O=C(NCC1CCCO1)NC12CC3CC(CC(C3)C1)C2 (centres undefined),-1,6,0.0,-1.1,5,7,107,4,2
COc1ccccc1N(CC(O)Cn1ccnc1C)S(=O)(=O)c1ccccc1 (centres undefined),1,2,-0.3,2.3,-8,-19,93,4,-5
CC(C)(C)c1ccc(C(=O)NCC(=O)OCC(=O)N2CCN(S(=O)(=O)c3ccc(Cl)cc3)CC2)cc1,2,0,0.1,2.9,-4,8,97,5,0
Cc1ccc(CCNS(=O)(=O)c2ccc3c(c2)NC(=O)CCS3)cc1,-1,5,0.1,0.0,-11,0,99,8,-3
CCn1c(SCC(=O)Nc2nccs2)nnc1-c1ccc(S(=O)(=O)N2CCCCC2)cc1,2,-2,-0.2,-4.6,11,-4,114,-1,0
COc1cccc(N(C(=O)c2sc(C)nc2C)C(C(=O)NCC2CCCO2)c2ccccc2)c1 (centres undefined),-1,6,0.1,0.0,-1,11,112,4,1
CNNC(=O)C(C)NC(=O)c1ccc(Br)cc1 (centres undefined),8,-1,0.2,0.5,5,-10,95,2,-4
C=CCN1C(=O)c2ccccc2Sc2ccc(C(=O)N3CCN(C)CC3)cc21,4,5,-0.1,-1.9,9,9,100,0,2
CN(C)c1ccc(N2CC(C)(C)C2=O)cc1,14,8,0.1,0.5,8,-1,102,3,5
O=C(Nc1ccc(N2CCOCC2)cc1)c1cccc(S(=O)(=O)N2CCCC2)c1,3,0,-0.1,-1.8,4,1,102,1,-1
CCc1nc2ccc(C(=O)Nc3ccc(NC(C)=O)cc3)cc2nc1CC,2,-20,0.1,-2.6,2,2,97,3,3
O=S(=O)(c1ccc(S(=O)(=O)N2CCC(O)CC2)cc1)N1CCCC1,2,1,-0.1,-0.6,2,14,102,8,-1
CCN(C(=S)NC(=O)CCc1ccccc1)c1ccccc1,1,10,0.0,-2.4,-7,-6,97,10,7
COc1ccc(-n2nc(C(=O)NCC(=O)Nc3cc(OC)c(OC)c(OC)c3)c3ccccc3c2=O)cc1,-3,2,-0.2,2.1,-7,9,84,8,5
COc1ccc(CNC(=O)Cn2nc([N+](=O)[O-])c(Br)c2C)cc1OC,0,7,-0.2,0.8,9,22,94,2,0
CCn1c(C(=O)NCc2ccccn2)cc2sccc21,4,6,0.7,-5.4,2,-10,103,4,2
O=C(Nc1ccccc1)Oc1cccc(Br)c1,2,-1,-0.1,-1.7,7,10,90,6,4
CSCCC(NS(=O)(=O)c1cccc(C(F)(F)F)c1)C(=O)Nc1ccccc1N1CCCC1 (centres undefined),5,4,-0.1,-0.6,10,9,106,3,2
COc1ccc(-c2nnn(CC(=O)N(CCO)C(C(=O)NC3CCCC3)c3ccncc3)n2)cc1 (centres undefined),-1,3,0.2,0.9,-12,-8,82,7,-1
CC(C)(C)c1ccc(-c2noc(CCC(N)=O)n2)cc1,1,-4,0.0,-1.2,4,-14,106,3,0
O=C(CSc1nc2ccccc2[nH]1)Nc1ccc2[nH]c(=O)[nH]c2c1,-4,7,0.0,·,·,5,106,-3,·
Cc1cc(NC(=O)C2CCCC2)nc2c1c(=O)oc1ccccc12,-1,-2,0.2,-2.7,7,8,88,9,-7
COc1ccc(NC(=O)/C(C#N)=C/c2c(C)nn(-c3ccc(F)cc3)c2Cl)cc1OC,0,1,0.1,-1.4,-6,8,105,2,-1
CCn1cc(C2C3=C(CC(C)(C)CC3=O)N(c3ccccc3)C3=C2C(=O)CC(C)(C)C3)c(C)n1,6,-1,0.0,-4.2,2,-8,124,2,4
Cc1cccc(N=N/C(=C\O)C(=O)c2ccc(Br)cc2)c1,-3,4,-0.2,0.6,11,14,90,7,0
CCOC(=O)CSc1ccc2nnc(-c3cccnc3)n2n1,1,-6,-0.1,-2.3,5,-4,102,1,1
S=c1nc(C23CC4CC(CC(C4)C2)C3)nc2sccn12,4,5,0.0,0.4,-3,-9,100,10,-2
Cc1ccc(S(=O)(=O)N2CCCC2C(=O)Nc2ccc(O)cc2)cc1 (centres undefined),2,0,-0.1,-1.9,-3,0,95,8,1
COc1cccc(C(=O)Nc2cc(Cl)c(O)c(Cl)c2)c1,4,2,-0.1,1.4,4,-16,111,8,0
COc1ccc(NC(=O)n2nc(OC(=O)c3cccs3)cc2N)cc1,11,0,·,-1.6,8,11,·,5,0
Cc1cc(C)cc(N2CC(C)Cn3c2nc2c3c(=O)[nH]c(=O)n2C)c1 (centres undefined),-2,7,-0.1,-2.0,-7,-9,88,7,3
Cc1csc(NC(=O)C(Cc2ccccc2)n2cccc2)n1 (centres undefined),6,2,0.3,-2.8,4,9,102,-1,-2
O=C(Cn1nnc(-c2ccccc2)n1)N/N=C/c1cc([N+](=O)[O-])ccc1O,-1,11,0.4,0.9,1,-12,118,0,-7
CC(Sc1nnnn1-c1ccc(O)cc1)c1nc2ccccc2c(=O)[nH]1 (centres undefined),4,8,-0.1,0.1,8,13,96,1,0
COc1cccc(C(=O)Nc2cccc(C(=O)N3CCOCC3)c2)c1,-1,0,0.1,0.8,2,2,92,1,-5
c1ccc2c(c1)nc1n2CCS1,5,0,0.2,0.7,-4,-6,96,-1,0
O=C(CCCSc1nc2ccccc2[nH]1)NC(c1ccccc1)c1ccccc1,6,-4,0.0,-2.5,4,6,97,-1,1
COc1ccc(CN2CCN(C(C)C(=O)N3CCc4ccccc43)CC2)cc1OC (centres undefined),-9,-19,0.0,-2.3,4,-12,89,-3,1
Cc1cccc(NS(=O)(=O)Cc2ccccc2)c1C,-6,2,1.4,0.8,-14,-7,102,3,-4
CC(C)c1ccc(CCNC(=O)CCNS(=O)(=O)c2ccc(Br)cc2)cc1,7,-3,-0.1,·,·,11,96,1,·
CC(C)C1(C(C)C)OC(=O)c2ccccc21,-4,-6,0.1,-3.0,6,3,86,-1,2
O=C(O)C1=C(C(=O)Nc2ccc(F)c(Cl)c2)CCCC1,-3,1,-0.1,0.5,0,1,110,0,-1
c1csc(-c2cnc3n2CCCC3)c1,-5,0,-0.1,-0.9,6,7,93,3,3
CC1CC(N(C(=O)c2ccccc2Cl)c2ccccc2)c2ccccc2N1 (centres undefined),5,-10,0.1,1.7,-10,1,95,-7,8
O=C(NC1CC1)c1cc2cc3ccccc3nc2s1,-1,5,0.2,0.2,4,4,108,4,1
O=C1CCN(Cc2ccccc2)S(=O)(=O)c2ccccc21,-7,-5,0.1,0.0,7,12,100,-3,-5
O=S(=O)(c1ccc2c(c1)OCCO2)N1CCC(n2cnc3cc(F)ccc32)CC1,-5,7,0.0,1.6,1,3,100,3,12
COc1ccc(C2=CC(c3ccc(Cl)cc3)n3cnnc3N2)cc1OC (centres undefined),44*,62*,0.0,-11,-3,-14,100,59*,3
CC12CCC(=O)N1C(C(=O)Nc1nc3ccc(S(C)(=O)=O)cc3s1)CS2 (centres undefined),6,-6,-0.4,3.2,3,2,101,1,-3
O=C1c2c(O)cc(O)cc2O[C@H](c2ccc(O)c(O)c2)[C@@H]1O,7,18,0.2,41,-4,-2,94,4,6
COCCNC(=O)CC(NS(=O)(=O)c1ccc(C)cc1)c1ccco1 (centres undefined),0,2,-0.1,0.6,1,6,97,10,4
C=C(C)Cn1c(=O)c2c(nc3n2CCCN3CCc2ccccc2)n(C)c1=O,4,-5,0.0,-1.3,-9,10,98,-2,-1
CCN1C(=O)N[C@@H](CCc2ccccc2)C(C(=O)OC)=C1C,1,13,0.1,3.8,7,-11,106,3,5
COc1ccc(OC)c(NS(=O)(=O)c2ccc(NC(=O)C3COc4ccccc4O3)cc2)c1 (centres undefined),-1,4,-0.1,0.9,3,-9,103,3,2
Cc1cc(=O)oc2ccc(OC(=O)c3cccc(S(=O)(=O)N4CCOCC4)c3)cc12,-1,-6,-0.3,0.5,-5,-15,109,7,2
CC(=O)Nc1ccc(NC(=O)CSc2nnc(C)c(=O)[nH]2)cc1,-3,3,0.1,-1.2,4,0,117,4,-1

# Molecules from the list above that have a tert-butyl group, in the order listed:
SMILES,GLD-1 RNA inh,MCL1 BIM primary,Efflux pump inh,MEX-5 binding,EBNA-1 inhibitor,ZTA counter,Yeast superoxide,Bcl-xL primary,Fam108B inh
CC(C)(C)c1ccc(C(=O)NCC(=O)OCC(=O)N2CCN(S(=O)(=O)c3ccc(Cl)cc3)CC2)cc1,2,0,0.1,2.9,-4,8,97,5,0
CC(C)(C)c1ccc(-c2noc(CCC(N)=O)n2)cc1,1,-4,0.0,-1.2,4,-14,106,3,0

# Screens (PubChem BioAssay)
